Screens (PubChem)
PfG6PD inh: PfG6PD (Plasmodium falciparum) enzyme inhibition; inhibition, % at 20 µM; PfGluPho enzyme, NADPH resazurin-diaphorase fluorescence; 350,000 compounds, 0.78% hits; AID 504690;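 active = inhibition reaching at least a set limit at 20 µM in the primary screen, cut at about 59% in these data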;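 also: 0% = DMSO wells with substrate and 100% = DMSO wells lacking glucose-6-phosphate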
ATG4B inh: ATG4B (human) cysteine protease inhibition; ATG4B cleavage of LC3-PLA2, NBD-HPC fluorescence, 1 h; inhibition, % at 8.33 µM; 340,000 compounds, 0.51% hits; AID 504462; in the data active = inhibition above about 40%
GRIN3A LBD mod: NR3A (human) ligand-binding domain modulation | AID 1259313 | 340,000 compounds, 2.5% hits | NR3A LBD differential scanning fluorimetry, Tm shift; 0% = protein alone, 100% = glycine-bound protein | Tm shift relative to glycine control, % at 25 µM;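 active = melting temperature shift of at least 10% of the positive control shift, at one fixed dose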
SENP7 inh: inhibitors of human SENP7 protease | Q9BQF6 | recombinant SENP7, Z-RLRGG-aminoluciferin luminescence, 40 min | inhibition, % at 5 µM | 330,000 compounds, 1.5% hits | AID 434973;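 active = inhibition above about 50% at the single test dose, limit read from the data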;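 also: plate controls were DMSO with enzyme for no effect and no enzyme buffer wells for full effect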
SENP8 inh: inhibitors of human SENP8 protease; inhibition, % at 20 µM; AID 602440; 360,000 compounds, 0.64% hits; Q96LD8; recombinant SENP8, Nedd8 substrate fluorescence; in the data active = inhibition mostly above about 40%, no sharp cut-off; inactive = mostly below about 27%
Target sequence (Q96LD8 whole entry, looked up): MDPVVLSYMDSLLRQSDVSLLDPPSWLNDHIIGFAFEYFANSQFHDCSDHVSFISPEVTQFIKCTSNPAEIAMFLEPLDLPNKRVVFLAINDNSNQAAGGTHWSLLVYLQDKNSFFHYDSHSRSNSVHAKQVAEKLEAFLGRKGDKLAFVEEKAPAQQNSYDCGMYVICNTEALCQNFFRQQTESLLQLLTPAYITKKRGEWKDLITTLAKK
SENP6 block: blocks the human protease SENP6 | inhibition, % at 10 µM | 330,000 compounds, 1.8% hits | AID 2599 | Recombinant SENP6 catalytic domain, aminoluciferin luminescence;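 active = inhibition above about 50% at the single tested dose, limit read from the data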;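 also: plate controls were DMSO wells with enzyme for no effect and DMSO wells lacking enzyme for full effect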
MPTP block: inhibitors of mitochondrial permeability transition pore; isolated mouse mitochondria, Ca2+ swelling absorbance, 30 min; 360,000 compounds, 1.4% hits; inhibition, % at 10 µM;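 active = inhibition of 50% or more, scaled per plate between neutral and stimulator controls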;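 also: 0% = DMSO wells given calcium and 100% = 1 mM EGTA wells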
HKDC1 inh: blocks human hexokinase HKDC1 activity | Q2TB90 | recombinant HKDC1, G6PDH/diaphorase resazurin coupled fluorescence | inhibition, % at 20 µM | 340,000 compounds, 0.16% hits;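 active = inhibition above about 35% when tested at 20 µM, limit read from the data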;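 also: plate controls were DMSO wells with enzyme for no effect and DMSO wells lacking enzyme for full effect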
Target sequence (Q2TB90 whole entry, looked up): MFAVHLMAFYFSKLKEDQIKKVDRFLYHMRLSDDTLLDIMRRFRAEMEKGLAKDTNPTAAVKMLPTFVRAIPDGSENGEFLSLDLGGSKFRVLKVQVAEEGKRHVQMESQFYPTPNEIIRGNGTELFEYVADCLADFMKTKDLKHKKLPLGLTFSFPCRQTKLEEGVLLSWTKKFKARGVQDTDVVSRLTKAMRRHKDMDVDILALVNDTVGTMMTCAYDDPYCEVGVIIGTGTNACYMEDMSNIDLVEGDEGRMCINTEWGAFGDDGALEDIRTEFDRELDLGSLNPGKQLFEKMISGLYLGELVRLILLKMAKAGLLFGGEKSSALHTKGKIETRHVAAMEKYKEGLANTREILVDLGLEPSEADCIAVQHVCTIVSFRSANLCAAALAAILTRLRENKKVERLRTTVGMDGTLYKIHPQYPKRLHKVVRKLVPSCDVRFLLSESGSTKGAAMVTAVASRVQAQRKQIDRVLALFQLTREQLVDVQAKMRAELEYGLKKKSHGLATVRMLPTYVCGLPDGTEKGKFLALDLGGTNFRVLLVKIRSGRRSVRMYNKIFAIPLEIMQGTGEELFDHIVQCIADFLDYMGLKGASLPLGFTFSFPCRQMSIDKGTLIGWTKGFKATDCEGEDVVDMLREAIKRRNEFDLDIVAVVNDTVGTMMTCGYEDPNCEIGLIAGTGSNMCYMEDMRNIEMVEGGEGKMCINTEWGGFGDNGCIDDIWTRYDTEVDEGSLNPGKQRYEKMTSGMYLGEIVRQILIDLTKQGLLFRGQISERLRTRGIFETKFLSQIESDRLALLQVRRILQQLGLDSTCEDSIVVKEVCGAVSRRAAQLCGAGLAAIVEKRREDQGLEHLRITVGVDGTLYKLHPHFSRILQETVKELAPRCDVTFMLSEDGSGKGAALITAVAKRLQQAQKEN
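Material: recombinant HKDC1 hexokinase; Amount: HKDC1 at 5 µg/mL; Medium: Tris pH 8.0 buffer with MgCl2, Tween-20, BSA, BME; Schedule: 90 min reaction incubation at room temperature, dark; Technique: coupled resazurin fluorescence, excitation 525 nm, emission 613 nm.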
* hit, by the source's call; · = not tested or not shown.

SMILES	HKDC1 inh	SENP8 inh	SENP7 inh	ATG4B inh	MPTP block	GRIN3A LBD mod	SENP6 block	PfG6PD inh
Cc1ccc([C@@H]2CC=C(C(=O)O)[C@H](c3ccc(Br)cc3)N2S(=O)(=O)c2ccccc2C)cc1	9	9	9	31	0.7	-4	0	-29
O=C(CSc1ccc(-c2ccc(F)cc2)nn1)N1CCCc2ccccc21	-8	5	0	14	-0.3	-5	-18	1
Cc1ccc(NC(=O)/C(=C/c2cccs2)NC(=O)c2ccco2)cc1	-7	7	14	5	-0.6	-11	5	5
COCC(=O)Nc1cccc2ccccc12	6	2	3	-10	1.8	-1	-10	5
COc1ccc(NC(=O)C(=O)N/N=C/c2cccnc2)c(OC)c1	-17	9	-2	-8	-0.1	-17	4	6
Cc1ccc(C2=NN(S(=O)(=O)c3ccccc3)C(c3ccco3)C2)cc1 (stereo unspecified)	2	6	0	30	-0.9	1	-4	20
CC(C)CN(C(=O)CN(C)C(=O)c1ccco1)c1c(N)n(CC(C)C)c(=O)[nH]c1=O	-4	19	10	7	-0.8	1	-12	-5
Cc1cccc(CCNS(=O)(=O)c2ccc3c(c2)NC(=O)CS3)c1	1	5	-9	-12	1.5	-4	7	13
O=C(NCCc1c[nH]c2ccccc12)C(=O)NCC1OCCN1S(=O)(=O)c1ccccc1 (stereo unspecified)	1	-2	7	-7	0.6	-9	-2	-11
N#Cc1ccccc1NC(=O)CSc1nccn1CCc1ccccc1	-10	13	0	-7	-1.1	-1	3	10
CCOc1ccc(CCNC(=O)c2ccc(CS(=O)Cc3ccc(Cl)cc3)o2)cc1 (stereo unspecified)	2	14	1	-7	1.1	0	9	-13
c1ccc(OCC2CCNCC2)nc1	-8	13	1	-12	-0.9	2	13	4
COc1cc(C(=O)OCCC(C)C)cc(OC)c1O	-4	27	5	-5	1.3	5	4	17
O=C(NCc1ccccn1)C1Nc2ccc(OC(F)(F)F)cc2C2C=CCC12 (stereo unspecified)	3	-2	3	-8	0.3	-3	17	6
Cc1cc(=O)[nH]c(SCC(=O)Nc2nonc2C)n1	-1	1	2	14	-0.9	-1	-6	6
Cc1c(S(=O)(=O)N2CCN(c3cccc(C(F)(F)F)c3)CC2)c(=O)n(C)c(=O)n1C	-5	7	5	-16	-0.6	-2	-6	-24
Cc1ccc(C(=O)NC(=S)/C=C2\N(C)c3ccccc3C2(C)C)cc1	4	10	-3	16	0.8	2	20	12
COc1ccccc1CCn1cc(C#N)c(=O)[nH]c1=O	-6	20	3	-1	2.9	-2	-21	-9
O=[N+]([O-])c1ccc(Sc2cccc3cccnc23)cc1	14	25	-6	-7	1.5	3	-22	114*
C=C1C(=O)OC2C=C(CO)C3OC3C3OC3(C)CC(OC(=O)/C(=C/C)COC(C)=O)C12 (stereo unspecified)	-4	6	·	1	-0.5	0	·	7
COCCNC(=S)N1CCC(C(=O)c2ccc(F)cc2)CC1	-6	18	·	1	1.6	1	·	-14
CCOc1ncccc1C(=O)NC(C)CCc1ccccc1 (stereo unspecified)	-6	13	·	-2	0.8	-2	·	10
COc1cccc(NC(=O)CC2C(=O)NCCN2C(=S)Nc2ccc(F)cc2)c1 (stereo unspecified)	-7	24	-3	0	0.5	0	1	3
N#C/C(=C\c1c(N2CCC(C(N)=O)CC2)nc2ccccn2c1=O)S(=O)(=O)c1ccccc1	-1	-22	5	-14	-0.3	1	1	7
COc1ccc(NC(=O)CN2CCC(C(=O)c3ccc(C)cc3)CC2)c(OC)c1	2	6	-2	-9	0.5	1	-19	12
O=C(Nc1ccc(-n2cnnn2)cc1)c1cn2ccccc2n1	0	-67	33	5	0.8	1	25	10
CN(C)S(=O)(=O)c1cc(NC(=O)COC(=O)CC2CC3CCC2C3)ccc1Cl (stereo unspecified)	-1	8	6	-7	0.5	-9	7	17
COc1ccc(N(CC(=O)N2CCN(C)CC2)S(=O)(=O)c2cc(C)ccc2OC)cc1Cl	-5	2	-7	-3	0.3	0	-4	21
Nc1nc(SCc2ccccc2)cc(SCc2ccccc2)n1	-1	13	·	26	1.3	-3	·	9
O=C(Nc1cccc(C(=O)O)c1)/C(=C/c1ccccc1)NC(=O)c1cccc(Br)c1	-4	6	-5	-2	2.2	0	8	-19
CS(=O)(=O)N1CCC(C(=O)Nc2ccc(F)c(Cl)c2)CC1	-8	25	-4	-8	0.6	3	-15	-3
CCOC(=O)c1cc2sccc2n1CCCN1C(=O)c2ccccc2C1=O	14	2	2	24	0.5	2	-7	18
CCOC(=O)c1ccc2c(c1)nc(COc1ccc(OC)cc1)n2CC	8	3	3	11	-1.7	2	7	-3
CC(NC(=O)CN1CCC(C(N)=O)CC1)c1ccccc1 (stereo unspecified)	-2	26	-8	-7	-0.5	0	-8	-2
Cc1cc(C)n(CCCNC(=O)c2cc(COc3ccc(C)c(C)c3)on2)n1	1	6	-2	3	-0.4	3	-10	6
CCCCNC(=O)Nc1ccnn1C1CCCCC1	-10	29	-6	-16	-3.3	0	-1	-15
CN1CCc2c(OCC(=O)N3N=C(c4cccs4)CC3c3ccc(F)cc3)cccc2C1=O (stereo unspecified)	-4	-393	4	-9	2.8	-3	9	4
Cc1cccc(C2=NC(C(F)(F)F)(C(F)(F)F)c3c(n(-c4ccc(F)cc4)c(=O)[nH]c3=O)N2)c1	12	-213	-6	-5	16	-1	-12	-11
O=C(OCC#CCSc1nc2ccccc2o1)c1ccco1	3	16	-10	-3	1.1	1	24	7
CCN(CC)c1ccc(N=C2C(=O)Nc3ccccc32)cc1	-7	30	8	-2	5.9	·	16	68*
Cn1c(=O)c2nnn(/N=C(\c3ccccc3)C3CC3)c2n(C)c1=O	-8	15	-1	-4	6.4	-1	-28	3
CCn1c(SCC(=O)NCC(=O)Nc2ccc(F)cc2)nnc1-c1cccs1	5	-5	6	-2	-1.0	0	8	-6
Cc1cc(C)n2[nH]c(=O)c(N=Nc3cccc(C(F)(F)F)c3)c2n1	-1	53*	-5	3	-0.4	1	-14	0
COc1ccc(-c2nc(N)n(C(=O)c3ccccc3Cl)n2)cc1	-3	2	0	0	-0.3	-2	-9	8
COc1cccc(-c2ccc3ncnc(NCc4ccc5c(c4)OCO5)c3c2)c1	-1	-121	-9	-14	1.7	-4	-16	4
CCCCOc1ccccc1C1NC(=O)NC(C)=C1C(=O)OCCOC (stereo unspecified)	3	3	-2	-6	-0.7	3	-13	-13
Cc1cc2occ(CC(=O)O)c2cc1C	-4	14	1	-1	-0.9	0	-6	-6
Cc1ccc2nc(C3CCN(CC(=O)N4CCCCCC4)CC3)[nH]c2c1	-2	-31	-8	4	0.0	-2	-5	-5
CCC(C)(C(=O)NC1CCCCC1)N(CC1CCCO1)C(=O)CNC(=O)c1ccccc1 (stereo unspecified)	-1	5	7	3	0.7	1	-1	-18
O=C(N/N=C/c1ccc(-c2ccccc2Cl)o1)c1ccccc1	-5	-312	0	1	27	-2	4	10
CC(=O)Nc1ccc(S(=O)(=O)N2CCCC(C(=O)O)C2)cc1 (stereo unspecified)	-5	8	5	3	-1.7	0	-17	-7
O=C(c1cc2ccccc2cc1O)N1CCN(c2ccccn2)CC1	-4	-6	-3	-9	-1.1	1	-8	10
CN1CCN(C(c2ccccc2)c2ccc(Cl)cc2)CC1 (stereo unspecified)	-7	4	12	5	38	3	5	-13
COc1cc(C(=O)NCCC(=O)NCc2c(F)cc(F)cc2F)cc(OC)c1OC	2	11	0	3	2.1	1	-4	-22
FC(F)(F)COc1nc(N2CCCCC2)nc(N2CCNCC2)n1	-3	27	7	-15	78*	1	-12	-3
Cc1cccc(C)c1N1CCN(c2n[nH]c(N)n2)CC1	-10	0	-1	-4	0.1	2	-3	7
Cc1csc(SCC(=O)N2CCCC2)n1	-5	16	3	-7	3.4	0	-15	-4
CCOC(=O)c1cccc(NC(=O)Cn2cnc3c2c(=O)n(C)c(=O)n3C)c1	2	-1	5	-12	1.1	2	-10	-4
O=S(=O)(c1ccc(Oc2ccc(Cl)cc2)c(S(=O)(=O)N2CCCCC2)c1)N1CCCCC1	-8	22	10	-6	4.1	-1	-4	5
CCc1cc2c(=O)c(Oc3ccccc3)c(C)oc2cc1O	-10	-274	1	-5	28	-3	-2	-16

3 compounds already listed, sorted by length of the SMILES, low to high.
SMILES	HKDC1 inh	SENP8 inh	SENP7 inh	ATG4B inh	MPTP block	GRIN3A LBD mod	SENP6 block	PfG6PD inh
COc1cc(C(=O)NCCC(=O)NCc2c(F)cc(F)cc2F)cc(OC)c1OC	2	11	0	3	2.1	1	-4	-22
CCC(C)(C(=O)NC1CCCCC1)N(CC1CCCO1)C(=O)CNC(=O)c1ccccc1 (stereo unspecified)	-1	5	7	3	0.7	1	-1	-18
O=S(=O)(c1ccc(Oc2ccc(Cl)cc2)c(S(=O)(=O)N2CCCCC2)c1)N1CCCCC1	-8	22	10	-6	4.1	-1	-4	5

Sorted by value in GRIN3A LBD mod (largest number first): 4 of the compounds above
SMILES | HKDC1 inh | SENP7 inh | ATG4B inh | MPTP block | GRIN3A LBD mod | SENP6 block | PfG6PD inh
CN1CCN(C(c2ccccc2)c2ccc(Cl)cc2)CC1 (stereo unspecified) | -7 | 12 | 5 | 38 | 3 | 5 | -13
O=C(c1cc2ccccc2cc1O)N1CCN(c2ccccn2)CC1 | -4 | -3 | -9 | -1.1 | 1 | -8 | 10
O=S(=O)(c1ccc(Oc2ccc(Cl)cc2)c(S(=O)(=O)N2CCCCC2)c1)N1CCCCC1 | -8 | 10 | -6 | 4.1 | -1 | -4 | 5
CCc1cc2c(=O)c(Oc3ccccc3)c(C)oc2cc1O | -10 | 1 | -5 | 28 | -3 | -2 | -16

More records follow.
SMILES	HKDC1 inh	SENP8 inh	SENP7 inh	ATG4B inh	MPTP block	GRIN3A LBD mod	SENP6 block	PfG6PD inh
Cn1c(=O)[nH]c(=O)c2c1nc(Sc1nc3ccccc3s1)n2Cc1ccccc1	-3	18	-1	-11	6.0	-1	-29	-1
CN(C[C@H](Cc1ccccc1)N(C[C@H](Cc1ccccc1)N(CCc1cc(C(F)(F)F)cc(C(F)(F)F)c1)N=O)N=O)N=O	-2	13	-13	-2	1.2	-6	-18	-24
O=C(CN1C(=O)c2cccc([N+](=O)[O-])c2C1=O)NNC(=O)c1ccc(F)cc1	2	12	-7	-13	0.3	0	-2	1
O=C1c2ccc(-c3ccc(F)cc3OCc3ccccc3)cc2S(=O)(=O)c2cccc(C(=O)N3CCN(c4ncc(Br)cn4)CC3)c21	-6	-16	-3	-2	-1.9	-4	-5	-3
COCCNC(=O)C(c1ccc(C)cc1)N(C(=O)CCC(=O)Nc1ccccn1)c1ccccc1C (stereo unspecified)	-6	6	-9	-9	-1.2	1	-2	12
O=C(O)/C=C/c1ccc2noc(-c3ccccc3)c2c1	5	-34	1	-3	3.3	0	6	-6
COc1ccc(N2CCN(S(=O)(=O)CCNC(=O)C3CC(=O)N(c4ccccc4)C3)CC2)cc1 (stereo unspecified)	5	5	-3	-5	1.4	2	11	-4
CCOC(=O)C1CCCN(C(=O)c2ccc(C)c(S(=O)(=O)N3CCCCC3)c2)C1 (stereo unspecified)	-3	5	1	-33	0.1	0	1	-11
CCOC(=O)CSc1nc(N)c(C(=O)Nc2ccc(N(C)C)cc2)s1	-5	10	9	2	1.3	-1	-3	25
COc1cc2c(cc1OC)CN(C(=O)COc1ccc(C#N)cc1)CC2	10	-24	0	-1	0.3	-4	2	-18
O=C(/C=C/c1cccc(Br)c1)Nc1nn[nH]n1	1	·	-4	-1	·	-2	-21	-7
COc1ccc(C(=O)CSc2nnc(-c3ccco3)o2)cc1	-4	8	-12	-6	0.1	-1	-31	9
Cc1ccccc1-n1c(=O)cc(N2CCc3ccccc32)[nH]c1=O	7	-65	11	2	0.3	4	5	2
CNC1=C([N+](=O)[O-])CC([N+](=O)[O-])=C(N2CCNCC2)N1C	-9	3	11	-2	-0.7	-1	-6	-2
Cc1ncc([N+](=O)[O-])n1CC(=O)Nc1ccc(F)c(F)c1	3	13	0	5	-0.8	-6	-12	-16
CCOc1ccccc1NC(=S)N(CCC(C)C)C1CCN(C(C)=O)CC1	-2	12	-2	-6	1.5	0	-12	-9
O=C(COn1nnc2ccc(Cl)cc21)NCc1ccccc1	-6	15	4	-5	0.3	-6	-15	-5
